Source: PubChem (National Center for Advancing Translational Sciences (NCATS))
FLuc counter: qHTS profiling assay for firefly luciferase inhibitor/activator using purifed enzyme and Km concentrations of substrates (counterscreen for miR-21 project); Luciferin 4-monooxygenase (Photinus pyralis), P08659; purified FLuc, Km substrates, luminescence inhibition; Potency, µM (series often up to 57.5 µM), without a hit: top-dose activity change, negative = inhibition, hits mostly inhibitors; actives 6.9% (n = 360,000);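 also: potency is read from the fitted curve at half-maximal effect; plate controls were vehicle for no effect and reference inhibitor for full effect; nearly all actives have a fitted effect of over 55% in size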
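Purified P. pyralis luciferase (10nM final) with 10uM D-luciferin and 10uM ATP (Km levels) in 50mM Tris acetate pH 7.5, 10mM Mg acetate, 0.01% Tween-20, 0.05% BSA; qHTS 6-point titration, ~60 µM downward; luminescence read.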
ELG1 genotox: qHTS screen for small molecules that induce genotoxicity in human embryonic kidney (HEK293T) cells expressing luciferase-tagged ELG1; HEK293T ELG1-luciferase reporter, luminescence, 16 h; Potency, µM (top dose mostly 46 µM), without a hit: at the top dose activity change, positive = activation, usual class: activators; actives 1.3% (n = 330,000); also: potency is read from the fitted curve at half-maximal effect; % of control where 0% means no effect; nearly all actives have a fitted effect of over 60% in size
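HEK293T cells expressing luciferase-tagged ELG1 were treated with compound or DMSO for 16 hr at 37°C. Luciferase activity was then read after 30 min with ONE-Glo at room temperature; rising signal flags genetic stress.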
Giardia killer: Small Molecules that selectively kill Giardia lamblia: qHTS; activity change, % at 7.66 µM, hits read low; actives 0.15% (n = 340,000); Giardia lamblia trophozoite viability; in the data active = activity change below about -80%; inconclusive = between about -30% and that limit;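 also: parasites exposed to compound for two days anaerobically before the ATP read; % is scaled to controls: 0 for no effect and ±100 for the full control effect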
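Media and compound were dispensed first, then trophozoites at 100 cells/well; plates sat 48 hrs at 37 deg C without oxygen before ATP luminescence reagent was added and read after 15-30 min at room temperature.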
Rab9 prom act: qHTS Assay for Rab9 Promoter Activators; Huh7 Rab9 promoter-luciferase reporter, luminescence, 24 h; Potency, µM (top dose mostly 9.22 µM), for the others: at the top dose activation, negative = inhibition, most hits filed as activators; actives 2.8% (n = 320,000); also: potency is read from the fitted curve at half-maximal effect; % of control where 0% means no effect; nearly all actives have a fitted effect of over 60% in size
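Cells were plated at 1500 per well in reduced-serum medium with 10% FBS and left 2 h. Compound in DMSO was then added for 24 h at 37 °C. Reporter signal was read by luminescence after 10 min with luciferase detection reagent.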
FBPA coupling cs: qHTS Assay for Inhibitors of Fructose-1,6-bisphosphate Aldolase from Giardia Lamblia: Coupling assay counterscreen | coupling enzyme system counterscreen, AmpLite Red fluorescence | actives 0.67% (n = 290,000) | activity change, negative = inhibition, % at 58.2 µM, hits read low; in the data active = activity change below about -30%; also: % is scaled to controls: 0 for no effect and ±100 for the full control effect
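Counterscreen lacking aldolase: glyceraldehyde-3-phosphate coupling-enzyme reagent preincubated 10 min at RT with compound (at 57.5 uM final), then substrate/coupling system with AmpLite Red added; fluorescence read at 525/598 nm after 20 min RT.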
uPA generation: qHTS for Inhibitors of Cell Surface uPA Generation; cell surface uPA generation assay, qHTS; Potency, µM (top dose mostly 38.3 µM), for inactives: at the highest dose activity change, negative = inhibition, hits mostly inhibitors; actives 0.31% (n = 330,000); active = well fitted inhibition curve with a large enough effect; inconclusive = small, poorly fitted or top-dose-only effect; inactive = no such curve, though single readings can be large or run the other way; tested in mouse RAW 264.7 cells; also: potency is read from the fitted curve at half-maximal effect; % is scaled to controls: 0 for no effect and ±100 for the full control effect; nearly all actives have a fitted effect of over 55% in size
Tb PFK inh: qHTS Assay to Find Inhibitors of T. brucei phosphofructokinase. ATP-dependent 6-phosphofructokinase (Trypanosoma brucei brucei), O15648. T. brucei PFK, ADP-Glo luminescence. Potency, µM (highest dose often 57.5 µM), for inactives: at the top dose activity, negative = inhibition, hits mostly inhibitors. actives 0.17% (n = 330,000). AID 485367, 2010;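 also: potency is read from the fitted curve at half-maximal effect; 0% = uninhibited 1x PFK enzyme wells and -100% = no-enzyme wells; nearly all actives have a fitted effect of over 60% in size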
Target sequence (O15648 whole entry, looked up): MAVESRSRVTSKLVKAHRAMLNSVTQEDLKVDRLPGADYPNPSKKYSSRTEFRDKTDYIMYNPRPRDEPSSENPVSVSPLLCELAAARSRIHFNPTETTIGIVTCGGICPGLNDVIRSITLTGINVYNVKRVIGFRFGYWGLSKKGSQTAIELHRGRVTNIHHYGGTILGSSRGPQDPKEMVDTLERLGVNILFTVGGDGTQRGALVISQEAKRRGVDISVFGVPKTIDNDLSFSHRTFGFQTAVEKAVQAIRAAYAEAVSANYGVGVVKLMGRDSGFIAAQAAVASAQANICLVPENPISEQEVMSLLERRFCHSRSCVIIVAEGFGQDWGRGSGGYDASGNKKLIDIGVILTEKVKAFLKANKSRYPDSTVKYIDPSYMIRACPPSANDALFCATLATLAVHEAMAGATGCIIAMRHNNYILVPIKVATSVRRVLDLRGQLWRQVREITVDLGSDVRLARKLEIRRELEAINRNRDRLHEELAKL
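In TEA buffer at pH 8.0 with 5 mM MgCl2, enzyme (1.25 nM) converted F6P (0.5 mM) and ATP (0.1 mM) for 45 min at room temperature. ADP product was read by luciferase luminescence.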
KCNH2 3.1 block: qHTS for Inhibitors of KCHN2 3.1: Mutant qHTS. Potassium voltage-gated channel subfamily H member 2, brain isoform KCNH2 3.1 (human). U2OS KCNH2 3.1, thallium flux FluxOr; hits give low values. activity change, % (tested at about 1.8 µM). actives 0.95% (n = 340,000). AID 720553, 2013;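 active = maximum activity change below -70%; inconclusive = maximum activity change from -70% to -50%; inactive = maximum activity change above -50%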;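 also: thallium influx rate constant from kinetic fluorescence after stimulation buffer; % is scaled to controls: 0 for no effect and ±100 for the full control effect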
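Virally transduced U2OS (3.1 isoform, 4 h infection in dark at RT) → overnight 37 C → FluxOr + Red40 in HBSS/HEPES, 45 min → stimulation buffer, 2 min kinetic read → rate constant vs DMSO controls.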
Gal4-VP16 FLuc: VP16 counterscreen qHTS for inhibitors of ROR gamma transcriptional activity; actives 3.5% (n = 310,000); Drosophila S2 Gal4-VP16 UAS-luciferase, luminescence, 20 h; Potency, µM (highest dose often 53.6 µM), inactives show at the highest dose activity, negative = inhibition, most hits filed as inhibitors;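 also: Gal4-VP16 expression switched on by copper sulfate through the metallothionein promoter; potency is read from the fitted curve at half-maximal effect; % is scaled to controls: 0 for no effect and ±100 for the full control effect; nearly all actives have a fitted effect of over 50% in size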
NPC1 promoter act: qHTS Assay for NPC1 Promoter Activators. AID 485313, 2010. Huh7 NPC1 promoter luciferase reporter, 24 h. actives 2.4% (n = 320,000). Potency, µM (highest dose often 9.22 µM), for the others: top-dose activation, usual class: activators;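 also: potency is read from the fitted curve at half-maximal effect; % of control where 0% means no effect; nearly all actives have a fitted effect of over 60% in size; reporter is driven by a mutant NPC1 promoter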
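Cells: Huh7 expressing luciferase under the NPC1 promoter, 1500/well. Seeded 2 h, compound added, incubated 24 h at 37 °C. Luciferase reagent, 10 min ambient, then luminescence.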
RORgamma inh: qHTS for inhibitors of ROR gamma transcriptional activity; actives 5.4% (n = 310,000); Drosophila S2 Gal4-RORgamma UAS-luciferase reporter, 20 h; AID 2551, 2010; Potency, µM (series often up to 53.6 µM), inactives show at the top dose activity change, negative = inhibition, actives largely listed as inhibitors; Nuclear receptor ROR-gamma (Mus musculus), P51450; also: potency is read from the fitted curve at half-maximal effect; % is scaled to controls: 0 for no effect and ±100 for the full control effect; nearly all actives have a fitted effect of over 60% in size
Target sequence (P51450 whole entry, looked up, the tested form may be a part): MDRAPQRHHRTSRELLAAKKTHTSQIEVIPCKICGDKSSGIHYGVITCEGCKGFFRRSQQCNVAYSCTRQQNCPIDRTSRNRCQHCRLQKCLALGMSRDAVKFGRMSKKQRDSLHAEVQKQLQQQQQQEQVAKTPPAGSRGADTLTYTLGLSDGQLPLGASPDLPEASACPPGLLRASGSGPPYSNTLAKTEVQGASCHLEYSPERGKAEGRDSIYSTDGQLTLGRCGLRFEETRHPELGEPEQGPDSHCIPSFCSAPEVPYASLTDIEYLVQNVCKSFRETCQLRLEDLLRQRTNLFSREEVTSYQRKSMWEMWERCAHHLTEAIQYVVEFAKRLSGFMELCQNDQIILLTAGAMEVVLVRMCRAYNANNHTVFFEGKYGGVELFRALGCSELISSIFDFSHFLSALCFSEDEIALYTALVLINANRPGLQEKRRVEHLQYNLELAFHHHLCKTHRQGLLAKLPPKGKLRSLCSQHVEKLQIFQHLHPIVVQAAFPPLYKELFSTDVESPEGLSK
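Drosophila Schneider cells stably carrying a metallothionein-driven Gal4 DBD–ROR gamma fusion and a UAS-Photinus luciferase reporter were exposed to compound for 1 hr, then induced with copper sulfate (700 uM final) for 20 hr at ambient temperature before luminescence reading.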
Starred values were filed as active, the others as inactive; ? = inconclusive; / = not tested or not shown; [ ] = dose if it differs, or a comment. Unless noted, calls follow the shape of the dose curve; as a rule, active = well fitted curve in the direction sought with a large enough effect; inconclusive = small, poorly fitted or top-dose-only effect, or another doubt; inactive = no such curve, though single readings can be large; an effect the other way counts as inactive or inconclusive. Compounds were not picked by outcome, and some 14% of all compounds hit somewhere here.

SMILES | FLuc counter | ELG1 genotox | Giardia killer | Rab9 prom act | FBPA coupling cs | uPA generation | Tb PFK inh | KCNH2 3.1 block | Gal4-VP16 FLuc | NPC1 promoter act | RORgamma inh
COc1ccc(NC(=O)c2ccc(C)cc2)c(OC)c1 | 5.4µM* | ? | 19 | ? | -10 | -3% | -7% | -154* | 3% | ? | 18%
CCC(=O)Nc1cc2c3c(c1)CCN3C(=O)CC2 | 0% | 4% | -7 | -2% | -2 | 8% | 0% | 12 | 5% | -4% | -20%
Cn1c(=O)c2c(nc(NCc3ccc4c(c3)OCO4)n2C)n(C)c1=O | 1% | -2% | -9 | -1% | 1 | 8% | 5% | 11 | 0% | -1% | -14%
COc1ccc(C2C(C#N)=C(N)Oc3n[nH]c(C)c32)cc1CSc1ccccn1 (centres undefined) | -5% | -8% | 7 | -6% | -29 | -3% | 2% | -1 | ? | -2% | ?
Cc1ccn2c(=O)c(C(=O)NCCN3CCOCC3)c(O)nc2c1 | 1% | -1% | -17 | 4% | 6 | ? | 2% | 11 | -4% | 0% | 7%
CCN1CCc2c(OCC(=O)Nc3cccc(C)c3C)cccc2C1=O | -1% | -5% | / | -9% | 0 | / | 3% | / | 2% | -3% | 4%
CCCn1c(SCC(=O)NC2CCCCC2C)n[nH]c1=O (centres undefined) | 0% | / | -1 | / | -2 | 3% | / | 20 | -9% | / | 4%
Cc1ccc(S(=O)(=O)NCC2NCCc3ccccc32)cc1 (centres undefined) | -15% | 0% | 0 | -1% | -1 | -3% | -19% | 4 | 6% | -1% | 18µM*
N#Cc1ncc(-c2ccc3c(c2)OCCOCCOCCOCCOCCO3)nc1C#N | -1% | ? | 15 | 0% | 3 | -2% | 0% | -8 | 4.5µM* | -6% | 11µM*
CCCC(C(=O)NCCC(C)C)N(Cc1ccccc1Cl)C(=O)c1snc(C(N)=O)c1N (centres undefined) | 2% | -4% | 3 | 14% | 0 | -6% | 0% | -5 | 2% | -4% | 12%
NC(N)=N/N=C/c1ccc(OS(=O)(=O)c2ccccc2)cc1 | -3% | -5% | 2 | -3% | 4 | ? | 3% | -41 | -3% | -2% | ?
N=c1c2c3c(sc2ncn1Cc1ccccc1)CCCC3 | -10% | -7% | -1 | -4% | -3 | -2% | -1% | 2 | 5% | 0% | 19%
O=C(Nc1cccc(C(=O)Nc2ccc(S(=O)(=O)O)c3cc(S(=O)(=O)O)cc(S(=O)(=O)O)c23)c1)Nc1cccc(C(=O)Nc2ccc(S(=O)(=O)O)c3cc(S(=O)(=O)O)cc(S(=O)(=O)O)c23)c1 | / | / | / | 5%[46.1 µM] | 15 | / | / | / | -4% | 3%[46.1 µM] | -12%
O=C(c1cn(Cc2ccccc2)nc1-c1ccccc1)N1CCN(c2ccccn2)CC1 | / | -3% | 6 | -9% | / | 4.5µM* | -5% | 0 | / | -18% | /
Cc1ccc(C(=O)Nc2nn(C)c3cccc(F)c23)cc1 | ? | ? | -5 | 21% | 7 | -5% | 1% | -8 | 9% | 19% | -2%
COc1nc(NCCc2ccc(OC)c(OC)c2)nc(Nc2ccccc2)n1 | ? | -6% | -10 | 24% | -3 | 3% | -2% | 9 | 14% | 25% | ?
CC(=O)Nc1ccc(N(C(=O)c2ccco2)C(C(=O)NC2CCCC2)c2ccncc2)cc1 (centres undefined) | -1% | 10% | -3 | 4% | 2 | -10% | -4% | -3 | -3% | -5% | 1%
CC(NC(=O)COc1ccccc1F)C1CC2CCC1C2 (centres undefined) | -2% | -1% | 8 | -3% | -1 | 2% | -1% | -4 | 10% | 1% | -12%
Cc1ccccc1N(C)C(=O)C1CCCN(c2ncnc3c2nc2n3CCCCC2)C1 (centres undefined) | 1% | -4% | -7 | -4% | / | 10% | 1% | 12 | -6% | 2% | 13%
C#CCNC(=O)C1=C[C@H](c2ccc(C(F)(F)F)cc2)[C@@H](CCCO)[C@H](OCC)O1 | -1% | -3% | 15 | -3% | 1 | 3% | -4% | -1 | 15% | -1% | 13%
CC1CN(C(=O)CCn2c(=O)oc3ccccc32)CC(C)O1 (centres undefined) | 1% | -2% | 3 | -1% | -1 | 6% | 3% | 6 | -15% | -2% | -5%
COc1cccc(NC(=O)c2ccc(C(=O)c3ccccc3)o2)c1 | 6.7µM* | 0% | -2 | ? | 0 | 2% | 4% | 19 | 1% | ? | ?
Cc1cccc(NC(=O)CN(CC2CCCO2)C(=O)c2oc3ccccc3c2C)c1C (centres undefined) | 1% | -8% | 1 | 1% | / | 1% | 0% | -7 | / | -15% | /
Cc1cc(C)n(CC(=O)N/N=C/c2cccs2)n1 | 17µM* | 7% | 8 | 3% | -8 | 15% | 2% | 6 | ? | -2% | -7%
CN(C)S(=O)(=O)N1CCC(n2nccc2NC(=O)CCc2ccccc2)CC1 | 0% | 3% | -10 | -1% | / | 6% | 1% | -27 | -15% | -4% | 0%

Continuation.
SMILES | FLuc counter | ELG1 genotox | Giardia killer | Rab9 prom act | FBPA coupling cs | uPA generation | Tb PFK inh | KCNH2 3.1 block | Gal4-VP16 FLuc | NPC1 promoter act | RORgamma inh
Cc1[nH]c(C)c(S(=O)(=O)NCc2ccc(Cl)cc2)c1C(=O)N1CCCC1 | 3% | 0% | -24 | -2% | -1 | 2% | -1% | 9 | -9% | 1% | 0%
COc1ccccc1N1CCN(C(=O)c2cc(N3C(=O)C4C5CCC(C5)C4C3=O)ccc2Cl)CC1 (centres undefined) | 2% | -7% | -1 | -4% | 1 | -1% | -1% | 18 | 6% | 0% | 24%
O=c1cc[nH]c2ccc([N+](=O)[O-])cc12 | ? | -4% | ? | -1% | 1 | 1% | 4% | -9 | 6% | 0% | 4%
CC1(c2cc([N+](=O)[O-])cc([N+](=O)[O-])c2)CC(C)(C)N(C(=O)c2ccccc2)c2ccccc21 (centres undefined) | 3% | -4% | 9 | -3% | -2 | 4% | -1% | -8 | 0% | 0% | -34%
CCOC(=O)c1c(NC(=S)N2CCN(C)CC2)sc2c1CCN(C(=O)OCC)C2 | 4% | -5% | 6 | 12% | -3 | -9% | 0% | 1 | -3% | -2% | -22%
Cc1cc(-c2nnc(CCC(=O)NC(C)c3ccccc3Cl)o2)no1 (centres undefined) | 5% | 2% | 4 | -10% | 1 | 11% | 0% | 14 | -5% | -4% | 28%
COc1ccccc1NC(=O)Cc1noc(CN(C)Cc2cccs2)n1 | 5% | 3% | -1 | 6% | 1 | -2% | 1% | 13 | -10% | 0% | -3%
c1ccc2c(Nc3ccc4c(c3)OCCO4)c3c(nc2c1)CCC3 | -4% | -15% | -9 | -13% | 0 | -25% | -2% | -4 | 12%[10 µM] | -2% | -10%
Cc1ccc(SCC(=O)Nc2ccc(N3CCOCC3)cc2)cc1C | -8% | -3% | 0 | -1% | / | 2% | 0% | 3 | / | 5% | /
ClC1(Cl)CC1Cn1cnc2ccccc21 (centres undefined) | 0% | -3% | -9 | 4% | 0 | -4% | 5% | 6 | 7% | -5% | -28%
COc1cc(NS(=O)(=O)c2ccc(NC(=S)NC(=O)c3ccc(Br)cc3)cc2)ncn1 | -1% | -2% | -12 | -9% | / | 1% | 14% | -7 | 3% | -3% | 30%
Cc1csc(SCCn2c(Br)nc3c2c(=O)[nH]c(=O)n3C)n1 | -1% | 2% | 13 | 1% | 0 | 1% | -6% | -3 | -9% | -4% | 3%
COc1ccc(C(=O)NCCC2=CCCCC2)cc1S(=O)(=O)N1CCOCC1 | -2% | 22% | 3 | 8% | / | -14% | 2% | -4 | / | 1% | /
CCCCCCCN1C(Nc2ccccc2)=NC[C@@H]1Cc1ccccc1 | 0% | -7% | 4 | 1% | 0 | ? | -4% | -109* | -6% | -1% | -34%
Cc1nnc(SC(=O)N2c3ccccc3Sc3ccccc32)s1 | 3% | -27% | 5 | -8% | 5 | ? | -17% | -5 | / | -2% | -33%[0.365 µM]
O=C(C1CCN(S(=O)(=O)c2ccc(F)cc2)CC1)N1CCOCC1 | 0% | 0% | -6 | -4% | 0 | 5% | 0% | -2 | 3% | 9% | -1%
